Screening results (PubChem)
KCNQ1 block – inhibitors of human KCNQ1 channel, primary screen, cell-based, thallium flux, high-throughput; Potassium voltage-gated channel subfamily KQT member 1 (Homo sapiens), P51787; CHO-K1 KCNQ1, FluxOR thallium flux fluorescence; hits give high values; B-score at 10 µM; hit rate 1.3% among 310,000; AID 2642, 2010;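 active = compounds whose thallium flux B-score, printed positive for inhibition, exceeds three library SD while starting fluorescence stays within three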;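 note: channel opened by potassium depolarization with thallium stimulus after 20 min compound exposure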
PolyA inhibitor – polyadenylation inhibitors in yeast reporter cells, primary screen, luminescence, S. cerevisiae; AID 1875, 2009; S. cerevisiae SKY197-pL101 polyadenylation reporter, beta-gal luminescence; efflux-impaired pdr1/pdr3 knockout yeast; score 100 = 6 SD above DMSO; calls only at 12 µM; hit rate 0.02% among 300,000;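 active = lowest replicate activity score at least 50, where 100 means six control SD above control mean; inconclusive = lowest score under 50 but half or more replicates reach 50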;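 note: yeast exposed to compound for 9 h at 30 °C; higher score means more reporter readthrough which indicates perturbed polyadenylation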
RGS4 act – RGS4 potentiators or activators, primary screen, cell-based, HEK293 M3R inducible RGS4, calcium flux | B-score at 10 µM | carbachol calcium flux Fluo4; hits give low values | hit rate 0.92% among 310,000;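 active = B-score of the integrated calcium signal more than 4 SD below the library mean, with starting fluorescence not abnormally high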;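 note: negative B-score means reduced calcium response which marks RGS4 activation or potentiation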
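System: HEK293 FlpIn-TREx cells, stable M3R, doxycycline-inducible RGS4. Timing: overnight RGS4 induction, 30 min dye load 37 °C, 20 min compound RT. Also added: carbachol, ECmax concentration. Measured by: Fluo4 fluorescence kinetic imaging of calcium. Evaluation: integrated calcium ratio converted to B score.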
KCNK9 block – KCNK9 potassium channel inhibitors, primary screen, HEK293 cells, thallium flux; AID 488922, 2010; B-score at 10 µM; Potassium channel subfamily K member 9 (Homo sapiens), Q9NPC2; FluxOR thallium flux fluorescence; hits give low values; hit rate 1.2% among 310,000;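 active = ratio B-score over 3 SD below the library mean, with starting fluorescence within 5 SD of its mean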;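 note: negative B-score means less thallium flux so channel inhibition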
KCNQ1 act – potentiators or activators of KCNQ1 channel, primary screen, cell-based, thallium flux, high-throughput | CHO-K1 KCNQ1, thallium flux FluxOR fluorescence; hits give high values | B-score at 10 µM | hit rate 0.35% among 310,000;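 active = fluorescence ratio B-score, a plate-corrected score, at least three library SD, with initial intensity B-score within 5 SD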
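Doses: Single concentration per compound, DMSO matched to controls | Test system: KCNQ1-transfected CHO-K1 cells | Timing: 90 min dye loading and 20 min compound exposure, both at room temperature | Measured by: Kinetic FluxOR thallium fluorescence, 10-s 1-Hz baseline, 110-s post-stimulus read | Medium: Assay buffer with matched DMSO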
KCNK3 inh – human KCNK3 channel inhibitors, primary screen, CHO cells, FluxOR thallium flux, B-score; AID 602410, 2012; FluxOR fluorescence; hits give low values; hit rate 0.84% among 340,000; B-score at 10 µM;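 active = B-score under library mean minus 4 SD, starting fluorescence ratio at most library mean plus 5 SD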;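 note: more negative B-score means stronger inhibition of thallium flux through KCNK3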
hERG protect – hERG rescue from dofetilide block, primary screen, cell-based, CHO-hERG, FluxOR thallium flux, dofetilide IC70 | Voltage-gated inwardly rectifying potassium channel KCNH2 (Homo sapiens), Q12809 | dofetilide IC70 present | activation (rescue from dofetilide block), less the hit threshold, % at 10 µM | hit rate 0.51% among 310,000;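 active = activation above the mean of controls blocked by dofetilide plus 5 SD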;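 note: thallium influx through hERG after potassium depolarization seen as dye fluorescence rise; in these data hits start at about 4.7%; inactives centre near -7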
Target sequence (Q12809 whole entry, looked up): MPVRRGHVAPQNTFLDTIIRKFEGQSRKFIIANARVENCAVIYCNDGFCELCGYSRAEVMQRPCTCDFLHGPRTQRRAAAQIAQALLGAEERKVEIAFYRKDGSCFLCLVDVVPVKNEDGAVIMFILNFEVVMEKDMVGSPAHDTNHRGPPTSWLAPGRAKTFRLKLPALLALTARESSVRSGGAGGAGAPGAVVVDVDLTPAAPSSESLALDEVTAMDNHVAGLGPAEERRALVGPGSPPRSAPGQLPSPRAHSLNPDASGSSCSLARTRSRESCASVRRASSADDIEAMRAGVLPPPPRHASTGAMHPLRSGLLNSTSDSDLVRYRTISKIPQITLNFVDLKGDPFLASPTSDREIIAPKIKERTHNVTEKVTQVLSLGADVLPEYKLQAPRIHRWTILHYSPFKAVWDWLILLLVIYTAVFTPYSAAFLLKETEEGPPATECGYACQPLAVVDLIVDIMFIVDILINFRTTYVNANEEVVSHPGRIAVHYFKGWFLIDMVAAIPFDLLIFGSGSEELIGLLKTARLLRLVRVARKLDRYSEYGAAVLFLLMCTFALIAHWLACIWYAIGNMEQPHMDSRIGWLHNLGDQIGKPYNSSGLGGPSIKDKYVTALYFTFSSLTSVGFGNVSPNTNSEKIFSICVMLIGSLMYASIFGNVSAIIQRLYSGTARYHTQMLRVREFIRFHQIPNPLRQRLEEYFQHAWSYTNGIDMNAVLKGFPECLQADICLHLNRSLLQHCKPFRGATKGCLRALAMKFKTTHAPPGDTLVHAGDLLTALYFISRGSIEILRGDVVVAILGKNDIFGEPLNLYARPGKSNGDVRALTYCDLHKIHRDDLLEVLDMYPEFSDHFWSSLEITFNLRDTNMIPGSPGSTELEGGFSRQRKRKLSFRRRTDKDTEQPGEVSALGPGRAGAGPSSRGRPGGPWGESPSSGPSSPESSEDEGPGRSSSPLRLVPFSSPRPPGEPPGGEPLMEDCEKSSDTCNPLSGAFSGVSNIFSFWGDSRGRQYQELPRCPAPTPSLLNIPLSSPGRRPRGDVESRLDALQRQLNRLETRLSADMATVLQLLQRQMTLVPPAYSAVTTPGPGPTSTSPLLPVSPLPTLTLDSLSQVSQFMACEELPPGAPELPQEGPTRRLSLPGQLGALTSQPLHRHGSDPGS
HDAC3 inhib – HDAC3 deacetylase inhibitors, primary screen, biochemical, fluorescence, cell-free homogeneous. Histone deacetylase 3 (Homo sapiens), O15379. recombinant HDAC3, fluorogenic peptide/trypsin coupled. inhibition, % at 8.3 µM. hit rate 0.15% among 320,000. AID 2718, 2010; in the data active = inhibition above about 26%, passing the limit was not always enough; inconclusive = no clear call, values can overlap the other calls
GSK3beta inhib – human GSK3beta kinase inhibitors, primary screen, biochemical, cell-free homogeneous, HTS; Glycogen synthase kinase-3 beta (Homo sapiens), P49841; GST-GSK3beta kinase, ADP-Glo luminescence, 60 min; hits give low values; activity score (negative = inhibition), % at 10 µM; hit rate 0.038% among 300,000;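 active = more than half of replicate wells score below -50%, meaning over 50% inhibition versus plate controls; inconclusive = some replicates but at most half score below -50%; inactive = no replicate scores below -50%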;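 note: 0% = median DMSO wells and -100% = median GW8510 positive control wells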
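test system = GST-tagged human GSK3beta kinase, cell-free | reagent = 25 µM ATP with peptide substrate | dosing = one dose of 10 µM per compound | schedule = 60 min reaction, RT | detection = luminescent ADP-Glo measurement of ADP formed | control set = DMSO neutral wells and GW8510 at 20 µM as positive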
GSK3A inh – blockers of GSK3A enzyme activity – biochemical, luminescence, cell-free homogeneous, HTS, primary screen. inhibition, % at 10 µM. AID 2650, 2010. hit rate 0.1% among 320,000. GSK-3 alpha kinase, ADP-Glo luminescence, 60 min. Glycogen synthase kinase-3 alpha (Homo sapiens), P49840;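 in the data active = inhibition above about 50%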;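 note: GST-tagged GSK-3 alpha with peptide substrate and 25 µM ATP; 0% = DMSO neutral wells and 100% = GW8510 positive control wells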
Dyrk1A ADPGlo – rat Dyrk1A kinase inhibitors, primary screen, biochemical, single point, plate reader | AID 504441, 2011 | Dual specificity tyrosine-phosphorylation-regulated kinase 1A (Rattus norvegicus), Q63470 | ADP-Glo luminescence, NFATc1 peptide | inhibition, % at 12.5 µM | hit rate 0.43% among 310,000; in the data active = inhibition above about 50%;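 note: plate controls were vehicle with enzyme for no effect and no enzyme for full effect; many of its hits are not listed in these tables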
An asterisk follows results filed as active; i = inactive; ? = inconclusive; · = not tested or not shown.

molecule	hERG protect	Dyrk1A ADPGlo	KCNK9 block	KCNQ1 act	RGS4 act	GSK3A inh	KCNQ1 block	PolyA inhibitor	HDAC3 inhib	GSK3beta inhib	KCNK3 inh
O=C1OC(N2CCN(C(=O)C3CCCO3)CC2)c2ccccc21 (stereo unspecified)	-3	14	i	i	i	-2	i	i	2	-2	i
COc1c(C)cccc1C(=O)NC(=S)Nc1cccc2nsnc12	-9	3	i	i	i	·	i	i	·	0	i
O=C(/C=C/c1ccc(OC2CSC2)cc1)c1ccccc1	-10	-3	-16*	i	-7.5*	0	i	i	8	1	i
O=C(NC(=S)Nc1ccc(S(=O)(=O)N2CCCCC2)cc1)c1cccs1	-12	3	i	i	i	·	i	i	·	-1	i
COc1ccc(CNC(=O)c2nnn(-c3cccc(C(F)(F)F)c3)c2N)cc1	-2	-6	i	i	i	-2	i	i	3	3	i
CCc1n(CC(O)COC2CCCCC2)c2ccccc2[n+]1C (stereo unspecified)	-2	-3	i	i	i	-2	i	i	5	0	i
CCCCc1n[nH]c2c1C(=O)CC(C)(C)C2	-12	-4	i	i	i	0	i	i	-5	0	i
CC(=O)N(Cc1ccccc1)c1ccccc1C(=O)O	-13	-5	i	i	i	-3	i	i	-4	2	i
CCN(c1ccccc1)S(=O)(=O)c1cccc(C(=O)N(C)CCOc2ccccc2)c1	-14	-2	i	i	i	-2	i	i	-1	0	i
Cc1ccc(S(=O)(=O)N/N=C/c2ccc(O)cc2O)cc1[N+](=O)[O-]	-13	17	i	i	i	-2	i	i	6	-1	i
CC(=O)c1cc2c(cc1NC(=O)c1cc3nc(C(C)C)cc(C(F)(F)F)n3n1)OCO2	-11	-1	i	i	i	-2	i	i	2	3	i
COc1ccc(NC(=O)NNC(=O)c2ccc(-c3ccccc3)cc2)c(OC)c1	-7	-1	i	i	i	-2	i	i	12	1	i
COc1ccc(NC(=S)N2CCC(C(=O)c3ccc(C)cc3)CC2)cc1	-3	7	i	i	i	-1	i	i	-1	-2	i
O=C(Nc1ccccc1Cl)c1cc(S(=O)(=O)N2CCCC(C(=O)O)C2)ccc1F (stereo unspecified)	-5	4	i	i	i	0	i	i	1	0	i
Cc1ccc(CCNC(=O)c2nnc(CS(=O)(=O)c3ccccc3)o2)cc1	-8	-5	i	i	i	11	i	i	-6	1	i
N#C/C(=C\c1c(N2CCN(Cc3ccccc3)CC2)nc2ccccn2c1=O)S(=O)(=O)c1ccccc1	-10	·	i	i	i	-1	i	i	10	1	-9*
O=C(NNc1c(Cl)cc(Cl)cc1Cl)C1CCC1	-4	1	i	i	i	-3	i	i	6	-3	i
Cc1nn(C)c(Oc2ccccc2)c1CCNC(=O)CCl	-8	10	i	i	i	3	i	i	2	3	i
COc1ccc(-n2ccnc(SCC(=O)NC3CCCC3)c2=O)cc1	-7	9	i	i	i	10	i	i	3	0	i
Cc1cccc(NC(=O)c2cccc(S(=O)(=O)N3CCCC3)c2)n1	-11	7	i	i	i	0	i	i	-3	2	i
CCc1ccc(C(=O)O)cc1	-10	-2	i	i	i	-1	i	i	6	-1	i
COc1ccc(C(=O)Nc2ccc(F)cc2F)cc1OC	-9	-2	i	i	i	-2	i	i	1	-4	i
C/C(=N\O)C(C)Oc1ccc(Cl)cc1 (stereo unspecified)	-3	-1	i	i	i	-1	i	i	-1	3	i
O=C(Nc1ccc(Br)cc1)C1CCN(c2cnccn2)CC1	0	-2	i	i	i	-1	i	i	-9	3	i
CCSc1nnc(NC(=O)c2ccc(C)cc2)s1	-7	-3	i	i	i	-2	i	i	-9	-4	i
C/C(=N\Nc1nc2c(s1)CCCC2)c1ccccc1	-11	4	i	i	i	-2	i	i	12	-2	i
Cc1nc(N2CCN(c3ccccc3)CC2)[nH]c(=O)c1C	0	1	i	i	i	-2	i	i	6	4	i
CCc1nnnn1-c1ccc([N+](=O)[O-])cc1C	-6	2	i	i	i	-2	i	i	1	0	i
CCOc1ccc(C(=O)NCC(=O)NCC(c2ccc(OC)cc2)N2CCCC2)cc1 (stereo unspecified)	-10	3	i	i	i	-2	i	i	0	1	i
Cc1cc(C)c2nc3s/c(=C/c4ccc5c(c4)n(C)c(=O)n5C)c(=O)n3c2c1	-1	·	i	i	i	·	i	i	·	-1	·
CCOC(=O)C1CCN(C(=O)c2ccc(OCC(=O)Nc3ccc(OCC)cc3)c(OC)c2)CC1	-12	-4	i	i	i	·	i	i	·	1	i
CCc1nnc(NC(=O)CCCSc2nc3ccccc3[nH]2)s1	-6	3	i	i	i	-2	i	i	-8	1	i
COc1cc(/C=C2\NC(=S)N(C)C2=O)ccc1OCc1cccc(F)c1	-5	-7	i	i	i	0	i	i	-12	2	i
O=C(NCc1cccs1)c1ccc(S(=O)(=O)N2CCOCC2)cc1	-9	6	i	i	i	0	i	i	-1	-2	i
COc1cccc(C(=O)NC(=S)Nc2ccc3oc(=O)ccc3c2)c1	-2	6	i	i	i	-2	i	i	5	0	i
C/C(=N\O)c1ccccc1C(=O)O	-4	-2	i	i	i	0	i	i	4	-2	i
Cc1ccccc1CNC(=O)c1ccc2nc(N3CCOCC3)sc2c1	-13	0	i	i	i	-2	i	i	12	0	i
Cc1cccc(-c2nnc(SCc3nc4ccccc4[nH]3)n2Cc2ccco2)c1	-28	6	i	i	i	34	i	i	1	1	i
CC(=O)c1cccc(N=Nc2c(-c3ccccc3)[nH]n(-c3ccccc3)c2=O)c1	-11	-2	i	i	i	0	i	i	-6	-1	i
Cc1cc(C(=O)N2CCN(c3ccccc3O)CC2)c(C)o1	-9	4	i	i	i	-2	i	i	6	-3	i
N#Cc1c(NC(=O)CSc2n[nH]c(Cc3ccccc3)n2)oc(-c2ccccc2)c1-c1ccccc1	-7	-6	i	i	i	1	9*	i	-4	3	i
Cc1cc(C(=O)Nc2cc(Br)ccc2O)on1	-5	12	i	i	i	-6	i	i	-3	0	i
COC(=O)[C@@H]1CCCN1C(=O)c1ccc(OC2CCN(Cc3ccccn3)CC2)cc1	-4	-2	i	i	i	-1	i	i	-6	-3	i
O=C(CCNS(=O)(=O)c1ccccc1)N1CCCCCCC1	-13	-4	i	i	i	-3	i	i	-5	-2	i
COc1ccc(OC)c(S(=O)(=O)N2CCCC2C(=O)N2CCc3ccccc3C2)c1 (stereo unspecified)	-11	-3	i	i	i	-1	i	i	-2	3	i
Cc1ccccc1OCCN(C#N)c1nc(N(C)C)nc(N(C)C)n1	-5	-5	i	i	i	0	i	i	4	0	i
Cc1cc(C)n(-c2ccc(C(=O)Nc3cccc(S(=O)(=O)N4CCCC4)c3)cc2)n1	-9	-4	i	i	i	7	i	i	-2	0	i
Cc1ccc(OCc2ccoc2C(=O)O)cc1C	-2	-7	i	i	i	-5	i	i	-6	3	i
CCOC(=O)CN1C(=O)S/C(=C\c2ccc3c(c2)OCO3)C1=O	-2	·	i	i	i	-3	i	i	-1	1	i
COc1ccc(NC(=O)COC(=O)Cc2c[nH]c3ccccc23)cc1OC	-15	-8	i	i	i	0	i	i	12	1	i
Cc1cc(C)n(CC(=O)N2c3ccccc3Sc3ccccc32)n1	-5	1	i	i	i	-3	i	i	-4	-3	i
CCc1nnc(NS(=O)(=O)c2ccc(N/C=C\C(=O)c3cccc(OC)c3)cc2)s1	-4	32	i	i	i	0	i	i	5	1	i
Cc1nc(-c2coc3c(CN(C)C)c(O)ccc3c2=O)cs1	-10	3	-8.2*	i	i	0	i	i	-15	1	i
CCc1ccccc1NC(=O)COc1ccc(C(=S)N2CCCC2)cc1	-25	8	i	i	i	1	i	i	-1	3	i
COc1ccc(OC)c(-n2nnnc2SCC(=O)NCCc2ccccc2)c1	-6	·	i	i	i	-2	i	i	-3	-1	i
CCOc1ccc(S(=O)(=O)N2CCN(C(=O)c3cccn3C)CC2)cc1	-5	-4	i	i	i	-5	i	i	5	0	i
C/C(=N\NC(=O)C1CCCN(S(=O)(=O)c2ccccc2)C1)c1cccnc1 (stereo unspecified)	-10	6	i	i	i	1	i	i	0	-20	i
CC(C)N(CCO)C(=O)CCc1nnc(Cc2cccc(C(F)(F)F)c2)o1	-14	-5	i	i	i	1	i	i	1	-3	i
Cc1ccc(-c2cc(C(F)(F)F)n3ncc(C(=O)N4CCCc5ccccc54)c3n2)cc1	-11	-3	i	i	i	·	i	i	·	0	i
O=C(Nc1ccccc1N1CCCCC1)c1ccccc1F	-7	2	i	i	i	2	6*	i	7	-2	i
CCCc1nc(Cl)c(C#N)c2c1CCCC2	-11	1	i	i	i	0	i	i	-4	-5	i
O=[N+]([O-])c1cccc(/C=C2\CCC(/C=N/Nc3ccc4ccccc4n3)=C2N2CCOCC2)c1	-2	-1	i	i	i	-3	i	i	?	0	i
O=C(Cn1cc2c(n1)CCCCC2)Nc1ccccc1Br	-9	0	i	i	i	-4	i	i	·	-1	i

The list is partial (hit frequency here may not be typical).
